Tb PFK block = inhibitors of T. brucei phosphofructokinase. O15648. T. brucei PFK, ADP-Glo luminescence. Potency, µM (series often up to 57.5 µM), inactives show top-dose activity, negative = inhibition, hits mostly inhibitors. 0.17% of 330,000 active. AID 485367;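 note: potency is the fitted concentration of half-maximal effect; 0% = uninhibited 1x PFK enzyme wells and -100% = no-enzyme wells; nearly all actives have a fitted effect of over 60% in size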
Target sequence (O15648 whole entry, looked up): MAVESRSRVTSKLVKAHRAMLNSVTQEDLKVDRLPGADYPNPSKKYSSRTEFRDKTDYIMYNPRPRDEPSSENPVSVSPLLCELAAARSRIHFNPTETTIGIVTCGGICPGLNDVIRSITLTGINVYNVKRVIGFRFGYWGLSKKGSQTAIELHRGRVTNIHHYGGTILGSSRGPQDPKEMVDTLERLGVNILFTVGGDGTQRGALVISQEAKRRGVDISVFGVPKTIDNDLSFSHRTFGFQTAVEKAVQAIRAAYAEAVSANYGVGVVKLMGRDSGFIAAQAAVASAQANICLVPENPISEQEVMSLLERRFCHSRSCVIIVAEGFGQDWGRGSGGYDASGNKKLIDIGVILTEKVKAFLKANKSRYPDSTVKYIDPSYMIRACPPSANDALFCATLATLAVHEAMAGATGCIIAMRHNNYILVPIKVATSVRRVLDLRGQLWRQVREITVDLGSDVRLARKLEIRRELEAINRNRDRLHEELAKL
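ADP-Glo luminescence quantified ADP after 45 min at room temperature, with 1.25 nM T. brucei PFK, 0.1 mM ATP and 0.5 mM fructose-6-phosphate in pH 8.0 TEA buffer. qHTS titrations up to 57 µM; curves classified by quality.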
NPC1 promoter act = NPC1 promoter activation; 2.4% of 320,000 active; AID 485313; Potency, µM (top dose mostly 9.22 µM), for the others: at the top dose activation, actives largely listed as activators; Huh7 NPC1 promoter luciferase reporter, 24 h;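 note: potency is the fitted concentration of half-maximal effect; % of control where 0% means no effect; nearly all actives have a fitted effect of over 60% in size; reporter is driven by a mutant NPC1 promoter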
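Stable NPC1-promoter luciferase Huh7 line; cpd (DMSO) 24 h, 37 °C, 5% CO2; Amplite luciferase reagent 10 min RT; luminescence readout. qHTS format.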
Gal4-VP16 FLuc = Gal4-VP16 reporter inhibition counter-screen; Drosophila S2 Gal4-VP16 UAS-luciferase, luminescence, 20 h; Potency, µM (titrated, usually from 53.6 µM), inactives show at the highest dose activity, negative = inhibition, usual class: inhibitors; 3.5% of 310,000 active;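 note: Gal4-VP16 expression switched on by copper sulfate through the metallothionein promoter; potency is the fitted concentration of half-maximal effect; % is set by controls: 0 for no effect and ±100 for the full control effect; nearly all actives have a fitted effect of over 50% in size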
FLuc counter = firefly luciferase modulation, counter-screen for miR-21 project; P08659; purified FLuc, Km substrates, luminescence inhibition; Potency, µM (titrated, usually from 57.5 µM), for inactives: top-dose activity change, negative = inhibition, usual class: inhibitors; 6.9% of 360,000 active;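 note: potency is the fitted concentration of half-maximal effect; plate controls were vehicle for no effect and reference inhibitor for full effect; nearly all actives have a fitted effect of over 55% in size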
Target sequence (P08659 whole entry, looked up): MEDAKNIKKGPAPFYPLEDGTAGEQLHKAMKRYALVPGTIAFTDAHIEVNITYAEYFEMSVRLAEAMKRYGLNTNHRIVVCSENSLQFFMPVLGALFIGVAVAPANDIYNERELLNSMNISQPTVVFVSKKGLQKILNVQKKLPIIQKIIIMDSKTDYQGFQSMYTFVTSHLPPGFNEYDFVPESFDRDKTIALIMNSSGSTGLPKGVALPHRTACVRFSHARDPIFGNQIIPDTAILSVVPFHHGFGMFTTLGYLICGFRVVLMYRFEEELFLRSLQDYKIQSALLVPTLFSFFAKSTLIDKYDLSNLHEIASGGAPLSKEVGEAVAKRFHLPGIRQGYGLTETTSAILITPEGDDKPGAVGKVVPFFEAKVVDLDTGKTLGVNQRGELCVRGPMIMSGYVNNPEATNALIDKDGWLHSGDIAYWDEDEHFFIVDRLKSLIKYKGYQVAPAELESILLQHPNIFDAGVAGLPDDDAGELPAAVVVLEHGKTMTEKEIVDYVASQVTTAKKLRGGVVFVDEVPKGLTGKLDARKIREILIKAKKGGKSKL
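Purified P. pyralis luciferase (10nM final) with 10uM D-luciferin and 10uM ATP (Km levels) in 50mM Tris acetate pH 7.5, 10mM Mg acetate, 0.01% Tween-20, 0.05% BSA; qHTS 6-point titration, ~60 µM downward; luminescence read.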
BRCA1 expr act = activators of BRCA1 expression; MCF7-BRCA1-FFLuc reporter, luminescence, 48 h; response scale: scaled: vehicle 0%, 10 µM genistein 100%; Potency, µM (doses to about 46.1 µM), without a hit: top-dose activation, actives largely listed as activators; 1.1% of 380,000 active; AID 624202; note: potency is the fitted concentration of half-maximal effect; nearly all actives have a fitted effect of over 80% in size; some results filed as inactive show a strong effect at the top dose
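Cells: MCF7-BRCA1-FFLuc, 2000/well. Exposure: 48 h, 37 °C, 5% CO2. Read: luminescence, 15 min post-substrate. Controls: genistein 10 microM (maximal activation), DMSO (neutral).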
TRPV1 agonist = human TRPV1 agonism | Q8NER1 | TRPV1-expressing cells, Fluo-8 calcium influx, agonist mode | activation, % at 8.33 µM | 0.19% of 320,000 active | AID 540275; in the data active = activation above about 80%; inconclusive = between about 30% and that limit; note: 0% is about no effect
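TRPV1-expressing cells were cultured overnight at 35.5C and loaded with Fluo-8 calcium dye for 40 to 90 min at room temperature. After a 10 s baseline, compound was added and calcium influx was read kinetically for 3 min (ex 480/em 520 nm).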
Rab9 prom act = Rab9 promoter activation | 2.8% of 320,000 active | Huh7 Rab9 promoter-luciferase reporter, luminescence, 24 h | Potency, µM (series often up to 9.22 µM), for inactives: top-dose activation, negative = inhibition, most hits filed as activators; note: potency is the fitted concentration of half-maximal effect; % of control where 0% means no effect; nearly all actives have a fitted effect of over 60% in size
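Stable Rab9-luc Huh7, 1500 cells/well, 2 h settle; cmpd in DMSO, 24 h, 37 °C/5% CO2; luciferase reagent 10 min RT; luminescence.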
RORgamma inh = inhibitors of mouse ROR gamma transcriptional activity | Drosophila S2 Gal4-RORgamma UAS-luciferase reporter, 20 h | P51450 | 5.4% of 310,000 active | Potency, µM (titrated, usually from 53.6 µM), without a hit: at the highest dose activity change, negative = inhibition, actives largely listed as inhibitors; note: potency is the fitted concentration of half-maximal effect; % is set by controls: 0 for no effect and ±100 for the full control effect; nearly all actives have a fitted effect of over 60% in size
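Luciferase reporter read in Schneider cells carrying Gal4-RORγ (mouse) and UAS-Photinus luciferase; cells given compound 1 h before 700 uM copper sulfate induction, then incubated 20 h at ambient temperature.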
ELG1 genotox = induces genotoxicity in HEK293T cells with luciferase-tagged ELG1; 1.3% of 330,000 active; HEK293T ELG1-luciferase reporter, luminescence, 16 h; Potency, µM (highest dose often 46 µM), without a hit: top-dose activity change, positive = activation, hits mostly activators; note: potency is the fitted concentration of half-maximal effect; % of control where 0% means no effect; nearly all actives have a fitted effect of over 60% in size
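16 hr compound incubation (37 °C, 5% CO2) of HEK293T cells carrying luciferase-tagged ELG1; luciferase then measured by ONE-Glo luminescence after 30 min at RT.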
ELG1 DNA repair = ELG1-dependent DNA repair inhibition; HEK293T ELG1-luciferase reporter, luminescence, 16 h; DNA damage induced by 5-fluorouridine; 2.3% of 330,000 active; Potency, µM (titrated, usually from 46.1 µM), inactives show top-dose activity change, negative = inhibition, hits mostly inhibitors; note: potency is the fitted concentration of half-maximal effect; % is set by controls: 0 for no effect and ±100 for the full control effect; nearly all actives have a fitted effect of over 55% in size
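5-Fluorouridine DNA damage + compound/DMSO, 2,000 cells/well, 16 h, 37 °C/5% CO2. ONE-Glo, 30 min RT, luminescence. Readout = decrease in reporter signal.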
p53 reactivator = re-activators of mutant p53; Potency, µM (titrated, usually from 92.2 µM), for the others: at the top dose activity change, positive = activation, most hits filed as activators; 0.063% of 320,000 active; AID 504706; H1299 p53-A138V BP100-luciferase reporter, luminescence, 24 h; note: potency is the fitted concentration of half-maximal effect; % of control where 0% means no effect; nearly all actives have a fitted effect of over 45% in size
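p53-null H1299 cells stably carrying temperature-sensitive p53-A138V and a BP100-luciferase reporter were pinned with compounds (4-point, 1:5 series) and held 24 hrs at 37 deg C. Luminescence was read 10 min after detection reagent.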
Starred values were filed as active, the others as inactive; ? = inconclusive; . = no result given; [ ] = dose if it differs, or a comment. Unless noted, calls come from the whole dose curve; as a rule, active = well fitted curve in the direction sought with a large enough effect; inconclusive = small, poorly fitted or top-dose-only effect, or another doubt; inactive = no such curve, though single readings can be large; an effect the other way counts as inactive or inconclusive.

Under each structure – Gal4-VP16 FLuc	Tb PFK block	ELG1 DNA repair	Rab9 prom act	RORgamma inh	BRCA1 expr act	p53 reactivator	ELG1 genotox	FLuc counter	NPC1 promoter act	TRPV1 agonist
C/C=C/COC(=O)c1[nH]c2c(c1C)C(=O)CC(c1ccco1)C2 (centres undefined)
    -13%	?	-2%	-27%	28%	-34%	10%	16%	-2%	-12%	30
CC(C)(C)C(=O)NC(=S)Nc1ccccc1C(N)=O
    3%	-2%	26%	2%	3%	-2%	8%	-2%	4%	2%	-3
CCN(C(=O)CCCC(=O)N(CC)c1ccccc1)c1ccccc1
    8%	0%	-5%	-5%	-8%	-10%	-10%	0%	-1%	-1%	0
O=C(NCc1ccco1)C1CCCN(S(=O)(=O)c2ccc(Cl)cc2)C1 (centres undefined)
    15%	0%	?	-3%	31%	-6%	1%	1%	7%	2%	5
CCC(=Nc1ccccc1OC)C1=C(O)CC(c2ccccc2)CC1=O (centres undefined)
    -9%	3%	-11%	0%	?	-30%	-3%	-2%	-5%	-22%	4
CC(=O)NC1C(=O)N(CCN2CCOCC2)c2ccc(Cl)cc21 (centres undefined)
    -4%	?	0%	6%	17%	-22%	1%	-1%	?	-3%	6
Cc1ccc(OCCCN2CCOCC2)c([N+](=O)[O-])c1
    -3%	0%	?	?	27%	?	?	?	21µM*	?	-1
Cc1cccc(OCC(=O)NCc2ccc(F)cc2)c1
    -2%	1%	-18%	-3%	14%	-16%	4%	-1%	1%	-1%	?
O=C(C(=O)N1CCCc2ccccc21)c1c[nH]c2ccccc12
    -7%	-1%	3%	0%	13%	-65%	-1%	-6%	-8%	1%	.
O=C(Nc1nc(-c2ccccc2)cs1)c1ccc(N2CCOCC2)c([N+](=O)[O-])c1
    ?	-2%	3.7µM*	-27%	?	-83%	?	-14%	?	-27%	4
Cc1cccc(OCCCSc2nc3ccccc3[nH]2)c1
    0%	-4%	-10%	3%	-14%	-30%	5%	0%	-17%	3%	?
O=C(c1cccc(S(=O)(=O)N2CCc3ccccc32)c1)N1CCN(c2ccccc2)CC1
    .	0%	-1%	0%	.	-53%	3%	-9%	5%	5%	-2
O=C(NCCCN1CCOCC1)c1ccc2c(c1)N(Cc1cccc(Cl)c1)C(=O)c1ccccc1S2=O (centres undefined)
    -5%	-2%	?	1%	-10%	-30%	-11%	1%[9.26 µM]	4%	-4%	2
Cc1cc(Cl)nc(-c2ccccc2O)n1
    1%	2%	8%	-5%	-19%	-6%	7%	0%	3%	-3%	3
Cc1cccc(Nc2nc(NCCCN3CCOCC3)nc(N)c2[N+](=O)[O-])c1
    -16%	0%	?	0%	12%	-10%	-17%	5%	-7%	-4%	0
COc1cccc(OC)c1C(=O)Nn1c(-c2cccc(C)c2)nc2ccccc2c1=O
    7%	-3%	5%	1%	8%	-22%	0%	-3%	-7%	0%	-2
Cc1ccc(C)c(C(=O)COC(=O)CCCC(=O)Nc2cc(C(F)(F)F)ccc2Cl)c1
    -4%	-1%	23%	0%	-9%	-28%	-30%[inhibitor]	-1%	4.8µM*	-2%	9
Cc1ccc(C2OC34CCCCCC3C(C#N)(C(=N)O4)C2(C#N)C#N)cc1 (centres undefined)
    -8%	0%	7%	1%	-7%[10 µM]	-4%	-7%	1%	-4%	6%	2
COc1ccc(-c2nnc(SC(C)C(=O)Nc3nccs3)n2-c2ccccc2)cc1OC (centres undefined)
    ?	0%	?	-3%	32%	-30%	-2%	1%	4%	-3%	1
CCn1c(COc2ccc(Cl)cc2)nnc1SC1CCc2ccccc2C1=O (centres undefined)
    -13%	2%	?	0%	-7%	-54%	4%	-7%	-1%	-2%	1
CCOC(=O)C1=C(c2ccccc2)N=c2s/c(=C\c3ccco3)c(=O)n2C1c1cccs1 (centres undefined)
    -7%	-5%	?	0%	-37%	-30%	-8%	-3%	-9%	-2%	20
CCOCc1[nH]c(=S)[nH]c(=O)c1Cc1ccc(OC(C)C)cc1
    -4%	3%	1%	-2%	-33%	-8%	-1%	1%	5%	-6%	-7
Cc1ccc(CNc2cnn(C34CC5CC(CC(C5)C3)C4)c(=O)c2Cl)cc1
    2%	0%	-4%	-3%	30%	15%	10%	-1%	1%	-1%	1
Cc1ccccc1C(=O)N[C@H](C(=O)Nc1ccc(Cl)c(Cl)c1)C(C)C
    -20%	-12%	?	-3%	-14%	-39%	4%	1%	0%	0%	15
COc1ccc(-c2c(C#N)c(N)nc3c2c(=O)n(C)c(=O)n3C)cc1
    2%	0%	?	-2%	13%	-26%	1%	0%	-1%	-3%	0
COC(=O)NNC(=S)NCc1ccc(C)cc1
    -2%	0%	0%	9%	-22%	3%	-10%	1%	14%	0%	3
O=C(Cn1c(=O)sc2ccccc21)NCc1ccccn1
    20%	2%	?	23%	-5%	?	17%	18µM*	?	22%	-3
CCOC(=O)N1CCN(C(=O)CSc2nnc(-c3cccs3)o2)CC1
    1%	-3%	0%	-3%	0%	-7%	-2%	-5%	-2%	0%	-1
O=C(COC(=O)c1cnccn1)NCCc1ccc(Cl)cc1Cl
    1%	-1%	-7%	-3%	20%	0%	-1%	2%	5%	-3%	19
COC(=O)CN1C(=O)N/C(=C/c2cc3c(cc2OC)OCO3)C1=O
    -25%	3%	-20%	1%	42%	-43%	-2%	-3%	-3%	3%	-9

By substructure, the entries above with a thiophene ring, fused or not (2)
Under each structure – Gal4-VP16 FLuc	Tb PFK block	ELG1 DNA repair	Rab9 prom act	RORgamma inh	BRCA1 expr act	p53 reactivator	ELG1 genotox	FLuc counter	NPC1 promoter act	TRPV1 agonist
CCOC(=O)C1=C(c2ccccc2)N=c2s/c(=C\c3ccco3)c(=O)n2C1c1cccs1 (centres undefined)
    -7%	-5%	?	0%	-37%	-30%	-8%	-3%	-9%	-2%	20
CCOC(=O)N1CCN(C(=O)CSc2nnc(-c3cccs3)o2)CC1
    1%	-3%	0%	-3%	0%	-7%	-2%	-5%	-2%	0%	-1

Record cards, from the list above. Screens in order: Gal4-VP16 FLuc	Tb PFK block	ELG1 DNA repair	Rab9 prom act	RORgamma inh	BRCA1 expr act	p53 reactivator	ELG1 genotox	FLuc counter	NPC1 promoter act	TRPV1 agonist
COC(=O)NNC(=S)NCc1ccc(C)cc1 in the list: -2%	0%	0%	9%	-22%	3%	-10%	1%	14%	0%	3
COC(=O)CN1C(=O)N/C(=C/c2cc3c(cc2OC)OCO3)C1=O in the list: -25%	3%	-20%	1%	42%	-43%	-2%	-3%	-3%	3%	-9
Cc1ccccc1C(=O)N[C@H](C(=O)Nc1ccc(Cl)c(Cl)c1)C(C)C in the list: -20%	-12%	?	-3%	-14%	-39%	4%	1%	0%	0%	15

Continued.
Under each structure – Gal4-VP16 FLuc	Tb PFK block	ELG1 DNA repair	Rab9 prom act	RORgamma inh	BRCA1 expr act	p53 reactivator	ELG1 genotox	FLuc counter	NPC1 promoter act	TRPV1 agonist
COc1ccc(C(=O)CNc2ccccc2CO)cc1
    29%	1%	?	-3%	0%	17%	17%	?	17µM*	10%	5
CN(Cc1ccccc1)C(=C(Cl)Cl)/C(=C1/NCCN1C)[N+](=O)[O-]
    0%	-1%	-8%	-2%	-1%	-3%	-3%	-8%	2%	1%	3
CC1(C)Cc2c(C#N)c(NCCN3CCOCC3)nc(-c3ccco3)c2CO1
    -8%	0%	?	11%	0%	0%	-3%	-14%	-4%	-4%	1
Cc1ccc(N(C(=O)c2snc(C(N)=O)c2N)C(CC(C)C)C(=O)NC2CCCC2)cc1 (centres undefined)
    7%	0%	-3%	0%	8%	-8%	5%	4%	0%	-6%	?
O=C(c1ccc(CS(=O)c2ccc(F)cc2)o1)N1CCN(C2CCCCC2)CC1 (centres undefined)
    3%	1%	5%	-13%	-16%	-12%	0%	5%	2%	2%	2
Nc1nncn1C(=O)CCCOc1ccc(Cl)cc1Cl
    1%	-3%	11%	1%	34%	6%	4%	3%	9.5µM*	-3%	13
COCc1c(C(=O)OCC(=O)N(C)C2CCS(=O)(=O)C2)oc2ccccc12 (centres undefined)
    .	-18%	11%	-4%	.	2%	5%	-1%	.	-1%	3

Screening results: PubChem, National Center for Advancing Translational Sciences (NCATS)
